Source: PubChem (several laboratories)
PfHsp90 set2 – reduces growth (ATP signal) of yeast expressing P. falciparum Hsp90; 0.32% of 310,000 active; inhibition, % at 9.4 µM; S. cerevisiae expressing PfHsp90, BacTiter-Glo ATP, 48 h; yeast lacking PDR1 and PDR3 efflux regulators;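 active means every replicate shows inhibition above about 80%, whatever the replicate mean, limit read from the data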;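 further: 0% = DMSO neutral controls and 100% = 20 µM radicicol positive controls; yeast relying on Plasmodium falciparum Hsp90 in place of its own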
Arrestin-AP2 inh – blocks beta-arrestin peptide binding to AP2 adaptin; FITC-arrestin peptide / GST-AP2 beads, flow cytometry; AP2 beta2 appendage carries R879A mutation; inhibition, % at 10 µM; 0.31% of 340,000 active;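 active means inhibition above a set limit, near 3 SD of compounds lacking own fluorescence, cut at about 54% in these data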;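 further: plate controls were DMSO wells for no effect and 5 µM unlabelled arrestin peptide for full effect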
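System: GST-AP2 R879A glutathione beads. Medium: PBS with 0.05% Tween 20 and 0.1% BSA. Also added: FITC-arrestin peptide, 50 nM. Incubation: 12 min plus 1 h, RT. Measured by: high-throughput flow cytometry of beads, ex 488, em 535 nm. Evaluation: percent drop in bead-associated FITC signal.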
MOR-DOR ag – OPRM1-OPRD1 heterodimerization agonism | cells, luminescence | activation, % at 9.3 µM | 0.3% of 340,000 active; in the data active means activation above about 18%;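 further: 0% = vehicle-treated cells and 100% = reference agonist; values of inactives mirror those of a sister screen read the other way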
Target sequence (P35372 whole entry, looked up): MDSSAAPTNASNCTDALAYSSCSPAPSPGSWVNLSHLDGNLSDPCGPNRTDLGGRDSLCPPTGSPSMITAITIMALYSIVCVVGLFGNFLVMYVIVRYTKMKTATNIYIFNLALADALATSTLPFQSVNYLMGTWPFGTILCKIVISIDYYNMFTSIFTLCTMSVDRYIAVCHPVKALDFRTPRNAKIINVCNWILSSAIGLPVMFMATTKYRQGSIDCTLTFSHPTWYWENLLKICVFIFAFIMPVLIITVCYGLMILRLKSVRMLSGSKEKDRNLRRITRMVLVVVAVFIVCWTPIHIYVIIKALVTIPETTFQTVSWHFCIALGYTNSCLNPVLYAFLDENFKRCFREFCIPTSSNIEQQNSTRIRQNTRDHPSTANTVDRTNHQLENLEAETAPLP
Target sequence (P41143 whole entry, looked up): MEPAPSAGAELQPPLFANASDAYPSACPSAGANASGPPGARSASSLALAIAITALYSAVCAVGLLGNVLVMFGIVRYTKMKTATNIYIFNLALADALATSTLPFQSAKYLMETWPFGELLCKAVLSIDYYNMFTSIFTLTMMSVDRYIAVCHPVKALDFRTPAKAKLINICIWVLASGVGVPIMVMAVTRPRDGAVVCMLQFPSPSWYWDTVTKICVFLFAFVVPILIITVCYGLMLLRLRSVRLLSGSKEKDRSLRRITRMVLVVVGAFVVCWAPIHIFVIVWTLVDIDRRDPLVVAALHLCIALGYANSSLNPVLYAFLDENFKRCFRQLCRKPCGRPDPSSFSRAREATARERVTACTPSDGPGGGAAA
Tat export inh – inhibitors of E. coli Tat protein transport; E. coli MC4100 TorA-mCherry Tat export, fluorescence; inhibition, % at 10 µM; 0.036% of 340,000 active;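 active means mean replicate inhibition at least 50% and at least half of replicates individually reaching 50%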;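 further: exported cargo escapes ClpAP degradation while cytoplasmic cargo is degraded and loses fluorescence; 0% = median of neutral control wells and 100% = median of NaSCN control wells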
phage Ecoli inh – E. coli growth loss with phage present | inhibition, % at 11.9 µM | 0.26% of 360,000 active | AID 651602 | growth absorbance; in the data active means inhibition above about 11%
SUMO Mot1 rescue – inhibitors of SUMOylation pathway: yeast Mot1-301 growth rescue. S. cerevisiae Mot1-301 growth rescue, ATP luminescence, 38.5C; percent above DMSO median, 100 means doubled. growth rescue, % at 18.8 µM. 1% of 320,000 active. AID 2716;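 active means every valid replicate shows activation above 250% relative to neutral control wells; inactive means the rest, any valid replicate at or below 250%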;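 further: OY570 slx delta 5 strain wells were the positive control but not used for scaling; some compounds called inactive have numbers as strong as hits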
PKA-R1A activ – PKA-R1A complex activation. P00514+P68181. PKA-R1A dissociation, Cy5-IP20 fluorescence polarization; scaled: DMSO 0%, 113 µM cGMP 100%. activation, % at 11.4 µM. 0.083% of 340,000 active;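 active means percent activation above the mean of all tested compounds plus 3 SD, cut at about 19% in these data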;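 further: higher means more PKAc released from R1A so a rise in polarization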
DSG3 Ab inh – inhibitors of pemphigus antibody binding to human desmoglein-3. P32926. DSG3-coupled beads, scFv-anti-DSG3-GFP binding, flow cytometry; hits give low values. binding (percent of control), % at 10 µM. 0.48% of 310,000 active. AID 588358;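 active means binding more than 3 SD below its plate's average and above zero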;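 further: hits lower antibody fragment binding to DSG3; some compounds called inactive have numbers as strong as hits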
Ecoli viability – bacterial growth inhibition, counter-screen for AddAB inhibitors | E. coli V3065 growth, OD600 absorbance, 18 h | inhibition, % at 11.9 µM | 0.27% of 330,000 active;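 active means inhibition above the campaign's mean inhibition across all tested compounds plus 3 SD, cut at about 9.9% in these data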;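 further: uninfected addAB+ strain grown without phage in ampicillin broth; 0% = DMSO wells and 100% = ciprofloxacin 0.95 µg/ml wells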
MOR-DOR inv ag – mu-delta opioid heterodimer inverse agonism; P35372+P41143; cell-based MOR-DOR heterodimer luminescence; inhibition, % at 9.3 µM; 0.21% of 340,000 active; in the data active means inhibition above about 22%, passing the limit was not always enough;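 further: 0% = cells with DMSO and 100% = wells without cells with DMSO; values of inactives mirror those of a sister screen read the other way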
AddAB inh – less growth of phage-infected E. coli with AddAB | E. coli expressing H. pylori AddAB, absorbance growth | inhibition, % at 11.9 µM | 0.29% of 330,000 active; in the data active means inhibition above about 12%;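 further: 0% = vehicle wells of infected cells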
Active calls of the source: *; x = no result given.

Each structure is followed by: PfHsp90 set2	Arrestin-AP2 inh	MOR-DOR ag	Tat export inh	phage Ecoli inh	SUMO Mot1 rescue	PKA-R1A activ	DSG3 Ab inh	Ecoli viability	MOR-DOR inv ag	AddAB inh
CCCN(CCC)C(=O)CCSCCC(=O)N(CCC)CCC
 : -9	-4	-0.7	11	1.1	-2	-6	103	1.6	4	2.5
Oc1ccc[n+](/C=C\c2ccccc2)c1
 : 8	28	1.6	0	2.7	-2	7	100	-3.3	-9	-0.8
O=C1CNC(=S)N1CCc1ccc(Cl)cc1
 : -9	46	-0.7	-3	-0.4	23	1	92	0.1	4	0.4
COc1ccccc1NS(=O)(=O)c1cc(NC(=O)COc2ccccc2)ccc1N1CCOCC1
 : -3	-5	-2.1	11	3.0	6	-11	124	-0.6	10	-3.0
COC(=O)c1cc(C(=O)OCC(=O)NNC(=O)c2cccs2)cc([N+](=O)[O-])c1
 : 14	-6	1.0	19	0.8	8	-11	95	0.4	-7	0.0
COc1cccc(CN2CC(C(=O)N(C)CCc3ccccc3)CCC2=O)c1 (centres undefined)
 : -6	-22	-1.2	-1	1.0	-14	6	100	-2.4	6	1.4
O=S(=O)(CC(O)CS(=O)(=O)c1ccc(Cl)cc1)c1ccccc1 (centres undefined)
 : -3	-4	-1.8	2	2.1	-1	6	106	0.2	9	1.6
Cc1c(Cl)cccc1NC(=O)c1nc(C)n(-c2cc(OC(C)C)c(Cl)cc2Cl)n1
 : 2	3	1.4	-2	9.4	-8	1	94	-0.2	-6	3.6
CN1CCN(CCC=C2c3ccccc3Sc3ccc(S(=O)(=O)N(C)C)cc32)CC1
 : 36	0	-0.1	-7	1.2	76	-2	123	-0.9	1	1.9
CCN(CC)CCNC(=O)c1sc2ncn(CC(=O)Nc3ccc(C)c(Cl)c3)c(=O)c2c1C
 : 2	-4	-2.7	1	2.8	0	6	91	-2.8	13	-3.2
CCOc1ccc2nc(N3C(=O)CNC3=S)sc2c1
 : 8	15	-3.5	-5	-3.5	-8	0	x	-3.6	18	-0.9
CN(C)CCNc1ncnc2c1sc1nc(-c3ccccc3)c3c(c12)CCCC3
 : 23	31	-0.6	14	2.5	-18	-1	115	-4.5	3	-0.6
COc1cc2[nH]c(C(=O)NCC3CCCO3)cc2c(OC)c1OC (centres undefined)
 : 0	-8	-2.0	0	-0.4	2	0	93	-1.5	9	-2.4
O=C(NCC(c1ccco1)N1CCc2ccccc21)c1ccccc1Cl (centres undefined)
 : x	-17	-1.0	8	1.9	8	-5	117	1.9	7	1.4
CC(=O)Nc1c(Cl)cc2c(c1Cl)Cc1cc(N)ccc1-2
 : x	8	0.6	-12	2.5	x	8	95	x	-3	x
COc1ccc(CCNC(=O)CCc2ccccc2O)cc1OC
 : -20	1	-2.8	-5	4.1	x	1	104	x	14	x
O=C(O)c1cccc(S(=O)(=O)Nc2ccccc2Cl)c1
 : 1	-5	-0.7	1	1.0	13	-5	99	0.0	4	0.2
Nc1c(Cl)cc(-c2[nH]c3cc(C(=O)NCCO)ccc3c(=O)c2O)cc1Cl
 : 0	-10	0.2	-1	8.0	498	-7	92	6.9	-1	10
COc1ccc(/C(N)=N/OC(=O)CC2CCCCC2)cc1
 : -19	13	0.3	7	2.7	17	-4	x	3.4	-2	1.8
CCn1nc(NS(=O)(=O)c2ccc(NC(C)=O)cc2)c2cc3cc(C)ccc3nc21
 : -8	42	-1.5	-4	1.4	6	-3	97	0.0	8	2.1
Cc1cccc(NC(=O)C2NC(=O)CC2c2ccccc2)c1C (centres undefined)
 : 2	9	-2.8	9	0.3	10	6	99	1.9	14	1.8
COc1cc(NC(=O)c2ccc3c(c2)OCCO3)ccc1NC(=O)c1ccco1
 : -5	15	-2.5	2	1.9	290	4	97	-0.5	12	3.3
CCOC(=O)N1CCC(NS(=O)(=O)c2ccc(C)cc2)CC1
 : 2	0	x	1	1.2	10	x	99	-0.4	x	0.6
O=C(O)c1ccnc(C(=O)O)c1
 : -22	12	-1.4	16	-1.2	25	-13	x	-0.8	8	1.3
COc1ccc2cc(CCNC(=O)c3cccc([N+](=O)[O-])c3)c(=O)[nH]c2c1
 : -19	-1	-2.5	-4	4.1	6	-4	96	-2.0	13	2.1
Cc1ccc(OC(C)C(=O)N/N=C/c2ccccn2)cc1 (centres undefined)
 : 11	9	4.9	4	1.2	14	6	86	1.1	-31	3.8
Cc1c(C(=O)NCc2ccoc2)oc2ccc3c(c12)C(=O)CC(C)(C)O3
 : -16	-4	3.7	2	2.8	-3	-2	99	2.0	-18	1.0
COc1ccccc1C(=O)N1CCN(Cc2ccc3c(c2)OCO3)CC1
 : 13	0	2.1	38	2.1	14	1	114	0.8	-13	-0.2
Cc1cccc(OCc2nnc(SCCC(=O)O)n2-c2ccccc2)c1
 : 7	21	-2.9	-3	2.9	8	4	111	0.4	15	0.9
CC(=O)Nc1ccc(S(=O)(=O)NCC(=O)OCC(=O)N2CCc3ccccc32)cc1
 : -8	8	-0.6	2	0.5	-31	-6	100	-2.4	3	0.5
CCOC(=O)Cn1nc(C)c(NC(=O)COc2ccc(OC)cc2)c1C
 : 23	-12	-2.6	2	0.9	15	-6	94	1.0	14	-1.3
O=C(NNC(=S)Nc1ccc(F)cc1)c1ccccc1OC(F)F
 : -20	-6	-2.7	14	-1.4	-25	1	99	-3.2	15	-2.0
O=C(Nc1cccnc1Cl)c1ccc(=O)oc1
 : -9	-13	-1.8	6	-0.5	-3	3	111	3.9	9	2.6
COCCN1CCN(C(=O)c2cc(COc3ccc(F)cc3F)on2)CC1
 : 4	3	-1.5	-9	0.6	122	-8	63	2.2	8	1.4
O=C(COc1ccc(S(=O)(=O)N2CCCC2)cc1Cl)NCc1ccc2c(c1)OCO2
 : x	-10	-2.2	2	1.2	194	-7	87	-0.9	11	1.9
O=C(N/N=C/c1c[nH]c2ccccc12)c1cccc([N+](=O)[O-])c1
 : -13	3	-2.7	5	4.9	-13	-8	100	0.0	12	4.3
O=C(NNS(=O)(=O)c1ccc(Cl)cc1)c1cccc(S(=O)(=O)N2CCOCC2)c1
 : 19	-8	-1.2	2	2.3	2	-15	90	-0.8	6	-1.6
CCC1(c2ccccc2)NC(=O)N(CC(=O)NCc2ccc(F)cc2)C1=O (centres undefined)
 : -3	-6	-2.5	-2	2.2	-10	5	109	0.1	13	-1.2
CC(C)NC(=O)Nc1cccs1
 : 6	-4	-0.5	-10	2.0	12	-3	188	1.4	3	0.6
CC(C=Cc1ccccc1)=NNS(=O)(=O)c1ccc([N+](=O)[O-])cc1
 : -1	-3	-1.3	1	2.3	x	-5	92	x	7	x
C=C1C(=O)O[C@H]2[C@H]1[C@@H](O)CC(=C)[C@@H]1CC(=O)[C@@H](C)[C@H]21
 : -9	10	-3.2	-1	x	4	1	88	-0.5	16	-0.3
O=C(CNC(=O)c1ccc(Br)o1)NNC(=O)COc1ccccc1Cl
 : -10	9	-2.0	-1	6.6	0	-5	x	-0.2	8	0.4
O=C(Nc1cccs1)Nc1ccc(F)cc1F
 : -16	5	1.4	9	3.4	91	-10	94	0.0	-10	0.0
CC1CCCC(C)N1C(=O)COC(=O)CNC(=O)c1ccccc1F (centres undefined)
 : 4	5	-4.3	0	0.7	7	-11	106	0.3	17	0.0
CN(C)S(=O)(=O)c1cc(NC(=O)COC(=O)CC2CC3CCC2C3)ccc1Cl (centres undefined)
 : 14	35	2.0	4	3.5	-7	-3	99	0.4	-8	1.5
O=S(=O)(c1ccc(F)cc1)N1CCc2ccccc2C1
 : -1	-21	-1.6	-5	2.5	-16	3	119	-3.0	8	-0.3
CCn1nnnc1SCC(=O)Nc1nc2ccc(OC)cc2s1
 : -15	-4	-0.3	5	1.7	-7	6	104	-1.3	2	1.3
Nc1ccc2c(c1)C(=O)c1ccc(Cl)cc1-2
 : -18	4	0.1	-3	2.1	x	10	94	x	-1	x
Cc1c(O)ccc2c3c(c(=O)oc12)CCCC3
 : 13	8	-0.5	-2	-0.8	-6	-5	102	-4.5	3	-1.6
O=C(COC(=O)c1ncc(Cl)c(Cl)c1Cl)NCc1cccs1
 : -2	-3	0.6	-5	1.9	118	2	98	-0.7	-3	-0.5
COC(=O)c1ccc(/C=N/N2CCN(Cc3ccc(Cl)cc3)CC2)cc1
 : x	37	x	x	0.8	16	x	102	-1.1	x	1.4
Cc1ccc(S(=O)(=O)N2CCOCC2)cc1NC(=O)CSc1nnc(C2CC2)n1C1CC1
 : 22	-4	-4.8	4	4.7	4	-9	x	-0.7	18	0.4
O=C(NS(=O)(=O)c1ccc(Cl)cc1)c1ccccc1
 : 1	5	-1.2	-5	0.0	6	-2	98	0.5	6	3.9
COc1ccc(CN2C(=O)NC3(CCCc4ccccc43)C2=O)cc1F (centres undefined)
 : -14	29	-3.1	-7	1.4	-1	-13	95	-0.9	14	-1.2

Not a hit list; overall some 2.8% were active at least once.
